# NFkB transloc inh = inhibitors of IL-1B driven NFkB p65 nuclear import, primary screen, imaging, HUVEC, IL-1B stimulus, high-content imaging. 94,000 compounds, 0.43% hits. HUVEC IL-1B NFkB p65 nuclear translocation imaging. inhibition, % at 2 µM;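 active = inhibition above about 30% together with a positive call from visual inspection of the well image, limit read from the data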;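 also: nuclear over cytoplasmic p65 intensity ratio measured by imaging; 0% = IL-1B stimulated DMSO wells and 100% = unstimulated DMSO wells; values of inactives mirror those of a sister screen read the other way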
# PLAP inhibition = PLAP enzyme inhibitors, biochemical, luminescence, HTS (AID 690); one-dose inhibition, % at 20 µM; IC50 in µM for titrated hits; purified PLAP, luminescent substrate; higher % means a stronger effect; 96,000 compounds, 0.08% hits; in the data active = a potency from the dose series; inactive = the rest, 99 in 100 with inhibition below about 30%; also: strong numbers were not always called active
# IL1B NFkB pot = enhancers of NFkB p65 translocation in HUVEC – imaging, IL-1B stimulus, high-content imaging, primary screen; HUVEC IL-1B NFkB p65 nuclear translocation imaging; activation, % at 2 µM; 94,000 compounds, 0.3% hits; AID 819, 2007;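 active = activation above 40%, about the mean plus 3 SD, also judged a hit on visual image review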;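 also: percent activation is computed from the nuclear over cytoplasmic p65 intensity ratio; values of inactives mirror those of a sister screen read the other way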
# MRP resist rev = reversal of MRP1-mediated doxorubicin resistance, primary screen, H69AR cells, doxorubicin co-treatment; H69AR cells + 2 uM doxorubicin, CellTiter-Glo, 72 h; differential viability (reversal), % at 10 µM; 85,000 compounds, 0.04% hits;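 active = viability drop by adding the cancer drug above about 55%, with treated viability meeting a 40% cutoff, limit read from the data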;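 also: viability without doxorubicin minus viability with 2 µM doxorubicin for each compound; larger differential means the compound sensitizes cells more to doxorubicin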
# Bcl-B TR3 displacers = displacers of TR3 peptide from Bcl-B, primary screen, selectivity assay for Bfl-1 inhibitor project, biochemical, fluorescence polarization; Bcl-2-like protein 10 (Homo sapiens); FP displacement of FITC-TR3 peptide from Bcl-B; higher % means a stronger effect; displacement, % at 20 µM, or IC50 in µM where a hit was titrated; 96,000 compounds, 0.11% hits;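 active = displacement above 50% at 20 µM plus a fluorescence interference ratio under 1.5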;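 also: plate controls were wells without compound for no effect and wells lacking Bcl-B protein for full effect; a part of the inactive calls stands beside numbers as strong as those of hits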
# MRP resist rev cytotoxicity = second read-out of MRP resist rev, no call of its own (marks repeat the call); viability, %; H69AR cells, CellTiter-Glo, 72 h; measured here: cytotoxicity without doxorubicin
# MRP resist rev with doxorubicin = second read-out of MRP resist rev, no call of its own (marks repeat the call); viability, %; measured here: viability with 2 uM doxorubicin; hits give low values
# NFkB transloc inh cell count 2 µM = further read-out of NFkB transloc inh, marked with its call; cell count; measured here: cells passing quality filter;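 raw number of nuclei counted in each imaged well without normalization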
# IL1B NFkB pot cell count 2 µM = recorded beside IL1B NFkB pot, whose call it bears; cell count; measured here: cells passing quality filter
# * marks the source's active call; other numbers are inactive results; x = not tested or not shown. These rows are one share of the data. The share of hits here may be higher or lower than overall.
SMILES,NFkB transloc inh,NFkB transloc inh cell count 2 µM,PLAP inhibition,IL1B NFkB pot,IL1B NFkB pot cell count 2 µM,MRP resist rev,MRP resist rev cytotoxicity,MRP resist rev with doxorubicin,Bcl-B TR3 displacers
Cc1ccc(-c2cnc(N)n2C)cc1C,-15,122,-55%,15,122,30,98,68,-6%
Cc1onc(-c2ccccc2)c1C(=O)N1CCN(C/C=C/c2ccccc2)CC1,14,175,-67%,-14,175,29,69,40,7%
Cc1ccc(C)c(C(C)NC(=O)C2C3CCC(O3)C2C(=O)O)c1 (stereo not given),-10,129,6%,9,129,-30,23,53,-18%
CC(C)Cn1c(N)c(S(=O)(=O)c2cccs2)c2nc3ccccc3nc21,-14,124,-6%,14,124,-24,51,75,10%
NC(=O)c1ccc(N2CCCCC2)c(N2C(=O)CCC2=O)c1,-11,127,8%,11,127,-6,96,103,11%
CCOC(=O)c1cnc2ccccc2c1NCCc1ccc(OC)c(OC)c1,-6,101,-5%,6,101,x,x,x,-4%
COc1ccc2oc(C(F)(F)C(F)F)cc(=O)c2c1,2,157,-9%,-2,157,13,95,83,7%
CC1=C(C)/C(=N\OC(=O)/C=C/c2ccccc2)C=CC1=O,-15,187,2%,15,187,x,x,x,-3%
COc1cc(-c2nc3cnccn3c2Nc2ccccc2)ccc1O,-13,78,19%,13,78,-3,54,57,2%
FC(F)(F)c1cccc(N2Cc3ccccc3C2)c1,-8,139,-16%,8,139,5,98,93,-2%
Cc1ccc(C(=O)Nc2ccccc2N2CCN(C(=O)C(C)C)CC2)cc1,-31,106,-25%,31,106,-1,81,82,-5%
CCOc1nc(-c2ccc(C)cc2)ccc1-c1noc(COC)n1,14,112,-3%,-14,112,4,77,73,-28%
Cc1ccc(NS(=O)(=O)c2c(C)[nH]c(=O)[nH]c2=O)cc1C,-10,173,-2%,10,173,15,112,97,-14%
O=C(O)CN1C(=O)CSc2ccccc21,x,x,-4%,x,x,13,103,90,0%
COc1cc2c(cc1OC)CN(C(=O)CSc1nc(N)c(C#N)cc1C#N)CC2,-6,117,6%,6,117,-6,82,88,-3%
CCn1c(SCc2nc(CC(=O)Nc3ccccc3OC)no2)nnc1-c1cccs1,-2,116,-10%,2,116,11,87,76,-4%
N#C/C(=N\Nc1ccc(Cl)cc1)C(=N)N1CCCCC1,-10,136,-2%,10,136,3,94,91,-6%
CNc1nc2c3ccccc3n(C(C)=O)c2s1,0,132,16%,0,132,x,x,x,-13%
Cc1cc2nnc(SCC(=O)NCc3cccs3)n2c2ccccc12,-12,137,-4%,12,137,-27,24,51,-2%
Cc1nc(SCC(=O)c2c[nH]c3ccccc23)n[nH]1,-2,118,14%,2,118,-3,97,100,-14%
COc1ccccc1C(=O)N1CCN=C1c1ccccc1,-10,110,5%,10,110,0,80,80,0%
COc1cc(C(=S)N2CCC(C(N)=O)CC2)ccc1O,-6,175,13%,6,175,-2,101,103,8%
CCc1nnc(NC(=O)CSc2nnc(-c3c[nH]c4ccccc34)n2CC)s1,5,103,-2%,-5,103,0,78,79,-2%
FCCCOc1ccc(-c2nccc(-c3ccc(Cl)cc3)n2)cc1,4,151,-17%,-4,151,x,x,x,2%
O=C(Nc1ccccc1O)c1ccc(Cl)cc1,-18,157,0%,18,157,-11,65,76,-2%
CCOC(=O)Cc1csc(NC(=O)Nc2ccccc2)n1,-6,173,x,6,173,-5,97,101,x
COc1ccc(S(=O)(=O)N(CCCN2CCCC2=O)Cc2cc3c(C)ccc(C)c3[nH]c2=O)cc1,-17,118,-42%,17,118,x,x,x,0%
Cc1c(NC(=O)CSc2nc(-c3ccco3)cc(C(F)(F)F)n2)c(=O)n(-c2ccccc2)n1C,-11,144,4%,11,144,x,x,x,0%
O=C(Cn1c(=O)n(CC2CCCO2)c(=O)c2ccccc21)c1ccccc1 (stereo not given),7,134,-20%,-7,134,-1,85,86,-4%
N#CCCN1CCN(S(=O)(=O)c2ccc(S(=O)(=O)NC3CC3)cc2)CC1,x,x,0%,x,x,2,93,92,2%

# Brought forward from above: five compounds, then new ones.
SMILES,NFkB transloc inh,NFkB transloc inh cell count 2 µM,PLAP inhibition,IL1B NFkB pot,IL1B NFkB pot cell count 2 µM,MRP resist rev,MRP resist rev cytotoxicity,MRP resist rev with doxorubicin,Bcl-B TR3 displacers
CCOC(=O)Cc1csc(NC(=O)Nc2ccccc2)n1,-6,173,x,6,173,-5,97,101,x
COc1ccc(S(=O)(=O)N(CCCN2CCCC2=O)Cc2cc3c(C)ccc(C)c3[nH]c2=O)cc1,-17,118,-42%,17,118,x,x,x,0%
Cc1c(NC(=O)CSc2nc(-c3ccco3)cc(C(F)(F)F)n2)c(=O)n(-c2ccccc2)n1C,-11,144,4%,11,144,x,x,x,0%
O=C(Cn1c(=O)n(CC2CCCO2)c(=O)c2ccccc21)c1ccccc1 (stereo not given),7,134,-20%,-7,134,-1,85,86,-4%
N#CCCN1CCN(S(=O)(=O)c2ccc(S(=O)(=O)NC3CC3)cc2)CC1,x,x,0%,x,x,2,93,92,2%
COC(=O)c1ccc(NC(=O)C2CCCN(S(=O)(=O)c3cnc[nH]3)C2)cc1 (stereo not given),3,136,-42%,-3,136,0,90,89,-6%
COc1cccc(OC)c1C(=O)N1CCN=C1SCc1cccnc1,-30,161,-3%,30,161,4,93,89,16%
CC1CN(C(=O)C(c2ccccc2)c2ccccc2)CC(C)O1 (stereo not given),-4,121,14%,4,121,-15,81,96,10%
COc1ccccc1NC(=O)COC(=O)[C@@H]1CCCN1C(=O)c1cccs1,-32,150,1%,32,150,x,x,x,-3%
CCOC(=O)C1=C(C)Nc2ncnn2C1c1ccc(N(C)C)cc1 (stereo not given),x,x,-39%,x,x,14,96,82,-4%
CCCCc1c(CCC)c(=N)c2ccccc2n1C,3,167,34%,-3,167,5,86,82,-8%
Cc1ccc(CN2C(=O)CCC2C(=O)NCCCN2CCCC(C)C2)cc1 (stereo not given),9,179,-16%,-9,179,8,90,81,-8%
C/C(=N\NS(=O)(=O)c1ccc(C)cc1)c1cccs1,-8,105,4%,8,105,-1,98,98,16%
CCOC(=O)c1c2n(c3c(NCc4ccccc4)ncnc13)CCCC2,9,164,-154%,-9,164,-3,68,71,4%
CCC(Sc1ncccc1C(=O)O)C(=O)N1CCOCC1 (stereo not given),-9,154,1%,9,154,3,87,84,7%
COc1ccc(Cl)cc1S(=O)(=O)N1CCN(C(=O)COc2ccccc2)CC1,-12,115,11%,12,115,x,x,x,-9%
O=C(O)Cc1ccccc1C(=O)O,-25,143,10%,25,143,-10,98,108,-9%
CCOC(=O)c1c(C)[nH]c(C)c1C(=O)COC(=O)c1ccc(Cl)c(S(=O)(=O)NCc2ccccc2)c1,-10,165,-44%,10,165,x,x,x,-11%
CCCn1c(SCC(=O)Nc2ccccc2CC)nnc1C(C)C,4,195,-1%,-3,195,-7,85,92,-6%
CCOC(=O)C1CCCN(c2ccc(NC(=O)c3snc4c(=O)[nH]cnc34)cc2)C1 (stereo not given),x,x,-75%,x,x,5,78,73,30%

# Part of the list above, limited to IL1B NFkB pot cell count 2 µM and Bcl-B TR3 displacers.
mol	IL1B NFkB pot cell count 2 µM	Bcl-B TR3 displacers
CCOC(=O)c1c(C)[nH]c(C)c1C(=O)COC(=O)c1ccc(Cl)c(S(=O)(=O)NCc2ccccc2)c1	165	-11%
C/C(=N\NS(=O)(=O)c1ccc(C)cc1)c1cccs1	105	16%

# Three neighbouring records already listed:
SMILES,NFkB transloc inh,NFkB transloc inh cell count 2 µM,PLAP inhibition,IL1B NFkB pot,IL1B NFkB pot cell count 2 µM,MRP resist rev,MRP resist rev cytotoxicity,MRP resist rev with doxorubicin,Bcl-B TR3 displacers
COc1cccc(OC)c1C(=O)N1CCN=C1SCc1cccnc1,-30,161,-3%,30,161,4,93,89,16%
CC1CN(C(=O)C(c2ccccc2)c2ccccc2)CC(C)O1 (stereo not given),-4,121,14%,4,121,-15,81,96,10%
COc1ccccc1NC(=O)COC(=O)[C@@H]1CCCN1C(=O)c1cccs1,-32,150,1%,32,150,x,x,x,-3%

# The results go on.
SMILES,NFkB transloc inh,NFkB transloc inh cell count 2 µM,PLAP inhibition,IL1B NFkB pot,IL1B NFkB pot cell count 2 µM,MRP resist rev,MRP resist rev cytotoxicity,MRP resist rev with doxorubicin,Bcl-B TR3 displacers
COc1nnc(-c2ccc(C(=O)N3C[C@@H]4C[C@H](C3)c3cccc(=O)n3C4)cc2)c2ccccc12,x,x,-34%,x,x,3,88,85,13%
CCOc1c2ccc(C(=O)NCCCCc3ccccc3)cc2nn1CC,1,103,-34%,-1,103,x,x,x,-5%
CC(=O)NC(CCS(C)(=O)=O)C(=O)Nc1cccc(C)c1 (stereo not given),-31,57,9%,31,57,3,90,87,1%
CCn1c(SCC(=O)N2CCCCC2C)nnc1-c1ccc(S(=O)(=O)N2CCN(C)CC2)cc1 (stereo not given),-3,188,-64%,3,188,10,106,96,8%
Cc1ccc(N2C(=O)[C@@H]3Cc4ccccc4CN3C2=O)cc1,17,108,27%,-17,108,7,95,88,8%
COc1ccc(-c2nc(N)n(C(C)=O)n2)cc1,11,59,3%,-11,59,-9,96,105,-5%
COc1ccc(CO/N=C/c2c(C)[nH]c(=O)[nH]c2=O)cc1,5,154,21%,-5,154,x,x,x,1%
Cc1ccc(-c2nnc(-c3ccccc3)c(N3CCOCC3)n2)cc1,-2,129,-32%,2,129,x,x,x,-3%
CCOC(=O)C1CCCN(Cc2c(F)cccc2Cl)C1 (stereo not given),9,105,3%,-9,105,9,93,85,-9%
CCOC(=O)C(CC)n1nc(C)n2c(cc3sccc32)c1=O (stereo not given),x,x,-2%,x,x,5,95,89,-3%
COC(=O)c1[nH]c2cc(OC)c(OC)cc2c1NC(=O)c1cccc(OC)c1,-8,121,-56%,7,121,4,53,49,-4%
NCCCCCc1nnc(SCc2ccc(Cl)cc2Cl)o1,-6,146,-31%,6,146,7,91,85,2%
COc1ccc(Cc2nn3c(-c4cc(OC)c(OC)c(OC)c4)nnc3s2)cc1,-11,94,-65%,11,94,-4,77,82,5%
CC(=O)NCc1ccc(C(=O)CSc2nnc(-c3ccncc3)n2Cc2ccccc2)o1,-39,128,x,39,128,6,97,91,x
CC(C)(C)OC(=O)NC(CCCCNC=O)C(=O)O (stereo not given),-12,156,12%,12,156,-3,105,108,-5%
CC1CC(C)CN(c2oc(-c3ccccc3Cl)nc2C#N)C1 (stereo not given),1,153,-2%,-1,153,2,75,72,-7%
CCOC(=O)c1c(C)c(C(=O)N2CCc3ccccc3C2)c(C)n1CC,16,103,-42%,-16,103,-49,16,65,-3%
CCCCSc1nc(C)nc2c1c(=O)n(C)c(=O)n2C,2,53,-8%,-2,53,18,100,82,1%

# Screening results as filed in PubChem BioAssay.
